Screening results deposited in PubChem by Broad Institute.
F508del corr – correctors of CFTR F508del function in bronchial epithelial cells. CFBE cells, YFP halide quenching; stimulated with forskolin plus potentiator P3; % fluorescence drop versus neutral controls. activity (quench increase), % at 7.58 µM. 350,000 compounds, 0.36% hits;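 active = mean added fluorescence quench of at least 8% versus neutral control, with both replicates also reaching 8%; inconclusive = only one of the mean or replicate conditions met; inactive = mean below 8% and not both replicates reaching 8%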;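 also: cells transiently co-express mutant CFTR-F508del with the halide-sensitive YFP; corrector assay measuring rescue of mutant channel to the surface after 24 h compound exposure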
PAX8 reporter – lowers PAX8-driven luciferase in RMG-I cells; inhibition, % at 12.6 µM; AID 652154; RMG-I TPO-luciferase reporter, SteadyGlo, 24 h; 360,000 compounds, 1.2% hits;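 active = mean replicate inhibition at least 60% with every replicate also reaching 60%; inconclusive = only one of the two criteria is met; inactive = mean below 60% and not all replicates reaching 60%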;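 also: luciferase light reporting Pax8 driven TPO promoter activity; plate controls were median of neutral control wells for no effect and mitoxantrone controls for full effect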
miR122 inh – inhibitors of miR-122 in Huh7 cells; Huh7 miR-122 Renilla luciferase sensor, 48 h; neutral wells = 0, positive control = 100; activation (reporter increase), % at 12.5 µM; 340,000 compounds, 0.3% hits; AID 602342;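 active = mean replicate activation score at least 90 and every replicate individually at or above 90; inconclusive = only one of the two criteria met; inactive = neither criterion met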;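 also: higher luciferase means less miR-122 activity so hits act as miR-122 inhibitors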
FN deposition inh – fibronectin deposition inhibition; AH1F fibroblasts, Alexa488-fibronectin deposition fluorescence, overnight; inhibition, % at 12.6 µM; 350,000 compounds, 0.086% hits; AID 743247;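 active = mean inhibition across replicates of 30% or more, regardless of how many single replicates reach that level; inconclusive = mean under 30% yet at least half of replicates reach 30%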;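 also: positive control wells lacked labelled fibronectin entirely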
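Assay system: AH1F fibroblasts / Quantity: 10000 cells per well / Medium: DMEM plus 2% serum, read in PBS / Reagent: labelled fibronectin 24 nM / Dosing: single dose, pinned / Times: 1 h cell attachment, overnight exposure to compound and label / Signal: fluorescence, ex 485 nm, em 525 nm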
EWS-Fli block – blocks EWS/Fli oncoprotein-driven transcription. AID 651661. A673 NR0B1-luciferase reporter, viability-normalised. 350,000 compounds, 0.67% hits. inhibition, % at 12.6 µM;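 active = mean inhibition of at least 50% after viability correction, with every replicate also passing that limit; inconclusive = mean reaches 50% but only one of two replicates passes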;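 also: firefly luciferase signal divided by Alamar Blue viability fluorescence both relative to DMSO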
INS-1E GSIS act – primary screen for activators of insulin secretion dependent on glucose, INS-1E cells, GLuc reporter luminescence; INS-1E GLuc reporter insulin secretion, 2-3 h; activation, % at 16.6 µM; AID 743287; 370,000 compounds, 0.61% hits;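 active = lowest replicate activation of at least 40%, so every replicate reaches that level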;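 also: 0% = median of neutral control wells and 100% = median of IBMX positive control wells; some compounds called inactive have numbers as strong as hits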
DENV2 CPE – protects cells from dengue virus 2 cytopathic effect; DENV2-infected cells, cytopathic effect rescue, plate reader; CPE inhibition, % at 9.99 µM; 350,000 compounds, 1.7% hits; AID 651640; in the data active = CPE inhibition above about 20%, passing the limit was not always enough; inconclusive = no clear call, values can overlap the other calls; tested in BHK-21 cells;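 also: 0% = median of neutral control wells and 100% = median of positive control wells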
An asterisk follows results filed as active; u = inconclusive; x = no result given; [ ] = remark or other dose.

SMILES | F508del corr | PAX8 reporter | miR122 inh | FN deposition inh | EWS-Fli block | INS-1E GSIS act | DENV2 CPE
Cc1c(Cl)cnc(NC(=O)COC(=O)c2ccc(S(=O)(=O)NCc3ccco3)cc2)c1Cl | x | 7.9 | x | -0.3 | 12.6 | 5.3 | 1.0
CC1CCC(=O)N(CCOc2ccccc2)CC1 (stereo not drawn) | -0.7 | -23.6 | -4.5 | -2.1 | -54.2 | 11.7 | 10.2
COc1ccc(NC(=O)Nc2ccc3c(c2)C(=O)N([C@H](C)CO)C[C@@H](C)[C@H](CN(C)C(=O)Nc2ccccc2)OCCCC[C@@H](C)O3)cc1 | 3.6 | 11.1 | 3.2[16.7 µM] | -2.1 | -8.4 | -13.6 | -2.0
COC(=O)c1sccc1NC(=O)c1ccc(Br)s1 | x | x | 2.5 | 7.1 | x | 13.2 | x
O=C(NCC(=O)N(Cc1ccc(F)cc1)C(C(=O)NCC1CCCO1)c1ccccc1)c1ccco1 (stereo not drawn) | 1.2 | -50.3 | 4.6 | 0.6 | 6.9 | -7.1 | -1.6
CN(C)c1ccc(NC(=O)c2sc(SCC(=O)Nc3nccs3)nc2N)cc1 | x | -41.2 | -9.5 | 9.8 | x | x | x
COC(CN(C)S(=O)(=O)c1cc2c3c(c1)CCC(=O)N3CCC2)OC | 2.4 | -0.7 | 5.3 | -4.0 | -1.5 | 16.0 | 1.4
COC(=O)CNC(=O)c1ccc(NS(=O)(=O)c2cc([N+](=O)[O-])ccc2Cl)cc1 | 1.6 | 15.6 | -2.5 | 6.2 | -0.5 | 11.8 | -3.1
O=C(Nc1ncccc1O)c1ccc(Cl)c(S(=O)(=O)N2CCCC2)c1 | -0.9 | 10.3 | -6.4 | -0.5 | -8.3 | 18.7 | -3.3
CC(=O)N/C(=C\c1ccccc1)C(=O)OCC(=O)N(CC(C)C)c1c(N)n(Cc2ccccc2)c(=O)[nH]c1=O | -3.0 | -7.0 | x | 4.0 | 2.1 | 13.8 | 3.7
COc1cccc(C(C)NC(=O)Nc2ccccc2Cl)c1 (stereo not drawn) | x | -5.6 | x | -4.0 | -15.1 | -20.2 | -2.0
CN1C(=O)NC(c2ccccc2[N+](=O)[O-])C2=C1CC(C)(C)CC2=O (stereo not drawn) | -4.1 | 20.7 | x | 3.5 | 6.1 | 19.2 | -4.0
CCc1c(C)nc(SCC(=O)N2CCN(c3ccccc3)CC2)[nH]c1=O | -0.4 | 16.9 | 6.4 | -16.4 | -6.3 | 6.0 | -2.1
CCC(=O)N1CC2(C1)[C@@H](c1ccccc1)[C@@H](CO)N2Cc1ccccc1OC | -0.5 | x | x | x | 3.8 | 10.4 | -10.5
C/C=C/c1ccc([C@H]2[C@@H](CO)N(C(=O)C3CC3)[C@H]2CN(C)S(C)(=O)=O)cc1 | 3.1 | x | x | 18.0 | x | -3.5 | -1.0
Cc1ccc(Cc2nc(-c3cccnc3)no2)cc1 | 0.5 | -27.9 | -16.0 | -3.4 | -32.4 | -8.7 | -5.5
Cn1nnc(-c2ccc(OCc3ccccc3F)cc2)n1 | x | -131.3 | -0.4 | 2.5 | x | x | x
CCOC(=O)/C=C/C(=O)OCC(=O)NCc1ccccc1 | 1.0 | 52.7 | -1.0 | 2.3 | 10.7 | -35.8 | -0.2
CCN(C1CCCCC1)S(=O)(=O)CCNC(=O)c1ccc(OC)cc1 | -0.6 | 8.6 | -1.6 | 3.4 | 0.6 | -14.5 | -0.9
OCC[C@@H]1C[C@@H](O)[C@H](O)[C@]2(CCCO2)O1 | -1.6 | -28.3 | 2.7 | 1.7 | -3.4 | -5.6 | -11.8
O=C(CCCCCCN1C(=O)c2ccccc2C1=O)NC1CCCCC1 | x | -13.0 | -0.2 | 1.2 | x | x | x
Brc1ccc(CN2CCCc3nc(-c4ccccc4)ccc32)cc1 | 1.0 | -18.5 | x | -0.8 | -55.2 | x | -1.2
O=C(COC(=O)c1oc2ccccc2c1CSc1ccc(Cl)cc1)NC1CCCC1 | -2.6 | -2.6 | x | 1.9 | -4.0 | 5.5 | 5.8
CCN1[C@@H]2c3ccc(-c4ccccc4OC)c(=O)n3C[C@@H]2[C@@H](CO)[C@@H]1C(=O)NCc1ccc(F)cc1 | x | x | x | x | -2.1 | -9.4 | -0.8
O=C(NC[C@@H]1CC[C@H]2[C@H](CN2C(=O)C2CCOCC2)O1)c1cccnc1 | 3.6 | -11.9 | x | x | 17.2 | x | -3.3
C[C@@H]1CN([C@@H](C)CO)C(=O)c2cc(NS(C)(=O)=O)ccc2O[C@@H](C)CCCCO[C@@H]1CN(C)C(=O)CCCN(C)C | 2.9 | -26.3 | 4.5[16.7 µM] | x | -2.3 | x | x
COC(=O)C1=C(C)N(Cc2ccccc2C(F)(F)F)C(=NCc2cc(OC)c(OC)c(OC)c2)NC1c1ccc(Cl)cc1 (stereo not drawn) | 3.0 | -3.2 | x | -9.8 | 18.2 | x | -5.5
O=S(=O)(Nc1ccc(S(=O)(=O)Nc2ncccn2)cc1)c1ccc(Cl)cc1 | 2.2 | 5.7 | -4.1 | 1.6 | 0.3 | 2.9 | 1.2
C[C@@H]1CN([C@@H](C)CO)C(=O)c2cccc(NC(=O)Nc3ccc4c(c3)OCO4)c2O[C@H]1CN(C)S(=O)(=O)c1cccs1 | -2.6 | x | 3.5[16.7 µM] | x | -97.4 | 10.7 | -9.9
COc1ccc(NC(=O)Nc2ccc3c(c2)C(=O)N([C@@H](C)CO)C[C@@H](C)[C@@H](CN(C)S(=O)(=O)c2ccccc2)OCCCC[C@H](C)O3)cc1 | 1.2 | -8.3 | 7.0[16.7 µM] | 10.6 | -17.1 | 12.2 | -5.2
CCCCNC(=O)COC(=O)CCC(=O)c1ccc(Cl)cc1 | -2.1 | -0.8 | 0.2 | 0.3 | 0.9 | 1.5 | 2.9
O=C(c1cccn2c(=O)c3ccccc3nc12)N1CCN(Cc2ccc3c(c2)OCO3)CC1 | x | x | -7.6 | 7.4 | x | -9.3 | x
O=C(CCN1CCN(S(=O)(=O)c2ccc(Br)cc2)CC1)Nc1ccccc1F | 0.8 | -8.9 | -6.6 | 7.1 | 4.8 | -18.0 | -2.6
Cc1ccc(CC(=O)Nc2nc3c(s2)CCCC3)cc1 | x | -8.5 | -0.6 | -8.7 | x | x | x
CC(=O)c1ccccc1C(=O)N1CCC(CCC(=O)NCc2ccc(F)cc2)CC1 | 0.9 | -4.2 | 4.8 | 3.0 | 13.1 | 5.5 | -5.6
O=C(Cc1ccccc1)N1CC[C@@H]2[C@H](CO)Nc3ccc(C#Cc4ccccc4)cc3[C@@H]21 | 0.6 | -20.2 | 1.4[16.7 µM] | 0.8 | 5.1 | 16.7 | -5.0
Cc1ccc(S(=O)(=O)N(C)C[C@@H]2OCCCC[C@H](C)Oc3ccc(NC(=O)Nc4cccc5ccccc45)cc3C(=O)N([C@H](C)CO)C[C@H]2C)cc1 | 2.2 | -11.3 | 6.4[16.7 µM] | 8.1 | -1.7 | -0.1 | 9.6
CCC(=O)N1CC2(C1)[C@@H](c1ccccc1)[C@@H](CO)N2CC1CCOCC1 | 2.6 | x | x | 1.3 | 2.5 | 2.7 | -4.5
c1cnc(N2CCN(Cc3ccc4c(c3)OCO4)CC2)cn1 | 1.3 | -13.7 | x | -4.8 | 1.0 | 4.5 | -4.8
CCOC(=O)c1c(S(=O)(=O)NCC(=O)Nc2ccccc2F)c(C)n(C)c1C | 0.0 | -14.1 | 2.8 | -5.7 | -1.0 | 20.8 | -1.5
COc1cccc(NC(=O)C(OC(=O)c2ccc([N+](=O)[O-])o2)c2ccccc2)c1 (stereo not drawn) | x | 5.5 | x | -6.4 | 8.8 | -5.9 | 2.9
COc1cccc(OC)c1C(=O)NCc1ccco1 | -1.4 | 5.1 | -0.5 | -8.8 | -10.3 | -1.7 | -4.8
Cc1[nH]n(-c2ccc([N+](=O)[O-])cc2)c(=O)c1C=NCCc1ccc(S(N)(=O)=O)cc1 | 3.8 | -7.3 | 4.6 | 3.5 | 4.9 | 9.0 | 5.7
COc1ccccc1-c1ccc([C@@H]2[C@H]3CN(S(=O)(=O)c4cn(C)cn4)CCCCN3[C@H]2CO)cc1 | -0.5 | 6.9 | 45.8[16.7 µM] | x | -7.1 | -12.7 | u
COc1ccc2c(c1)c(=O)oc1cc3occ(C(C)(C)C)c3cc12 | x | 7.1 | 1.7 | -5.6 | x | x | x
CC1=CC(C)(C)n2c(O)c(N=N)c3c(C)ccc1c32 | 0.3 | -10.4 | -7.2 | -14.5 | -6.9 | 6.0 | -17.7
O=C(Nc1ccccc1N1CCN(C(=O)c2ccccc2)CC1)c1ccc(Cl)cc1 | -0.5 | 14.4 | 12.3 | -6.9 | 17.0 | -18.7 | 4.0
COc1cccc(N2CCN(C(=O)c3cc4c(=O)n(Cc5ccccc5)ccc4nc3C)CC2)c1 | 0.5 | 22.0 | x | 4.9 | 14.1 | -36.9 | 10.0
COc1cccc(-c2cn(CC[C@@H]3CC[C@H](NC(C)=O)[C@H](CO)O3)nn2)c1 | 1.4 | -11.1 | x | x | -2.4 | 20.0 | 3.8
COc1ccccc1NC(=O)Nc1ccc2c(c1)C(=O)N(C)C[C@H](OC)[C@@H](C)CN[C@H](C)CO2 | 0.8 | 2.1 | x | x | -0.4 | -0.7 | 2.8

Shown with two lines to a compound: 2 of the compounds above
Order of values: F508del corr	PAX8 reporter	miR122 inh	FN deposition inh	EWS-Fli block	INS-1E GSIS act	DENV2 CPE
Cc1[nH]n(-c2ccc([N+](=O)[O-])cc2)c(=O)c1C=NCCc1ccc(S(N)(=O)=O)cc1
  3.8	-7.3	4.6	3.5	4.9	9.0	5.7
CC1=CC(C)(C)n2c(O)c(N=N)c3c(C)ccc1c32
  0.3	-10.4	-7.2	-14.5	-6.9	6.0	-17.7

New compounds follow
SMILES | F508del corr | PAX8 reporter | miR122 inh | FN deposition inh | EWS-Fli block | INS-1E GSIS act | DENV2 CPE
COC(=O)c1cccc(-c2noc(-c3ccccc3F)n2)c1 | -0.8 | 45.9 | 9.4 | 8.7 | 89.8* | 28.3 | -7.0
Cc1ccc(NC(=O)c2cc(S(=O)(=O)N3CCOCC3)cs2)cc1 | -1.2 | 3.6 | 6.9 | 0.0 | 10.7 | -1.6 | 16.4
O=C(N[C@@H](Cc1cccnc1)C(=O)N1CCC[C@H]1C(=O)NCCc1ccccc1Cl)c1ccc(Cl)cc1Cl | 2.0 | -1.0 | x | 0.4 | 2.6 | x | 10.3
O=C(CNC(=O)COc1ccccc1)NCCN1CCOCC1 | 3.8 | -5.7 | 2.6 | -0.3 | -1.1 | 0.7 | 4.0
Brc1ccc2nc(C3CCCCC3)c(Cc3ccsc3)n2c1 | -3.4 | -2.8 | 7.1 | -6.5 | -6.6 | -26.4 | u
COc1ccc(C2CC(=O)Oc3c(C(CCN4CCCC(C)C4)c4ccc(N(C)C)cc4)c(OC)cc(OC)c32)cc1 (stereo not drawn) | 4.3 | 2.6 | 5.9 | -13.9 | 0.9 | x | -3.8
CC(C)NC(=O)Nc1ccc2c(c1)CC(=O)N([C@@H](C)CO)C[C@H](C)[C@@H](CN(C)S(=O)(=O)c1cccs1)O2 | -2.4 | 21.7 | -9.2[16.7 µM] | 1.0 | -5.7 | 17.5 | -3.7
O=C(COC(=O)C1CCCC1)Nc1ncc(Cl)cc1Cl | -1.2 | x | 0.5 | 3.0 | 1.4 | 16.3 | 13.8
Cn1cnnc1-c1cccc(NC(=O)c2cc(F)c(F)cc2Cl)c1 | -0.8 | -2.0 | 1.0 | x | -2.5 | -3.1 | 3.5
CCOC(=O)Cc1csc(NC(=O)CSc2nnc(C(C)C)n2CC)n1 | x | 1.5 | 3.1 | 1.1 | x | x | x
